Screening data: PubChem BioAssay, National Center for Advancing Translational Sciences (NCATS)
TrxR1 substrate – rat thioredoxin reductase 1 substrate activity; 390,000 compounds, 0.01% hits; Potency, µM (titrated, usually from 114 µM), inactives show top-dose activity change, negative = substrate turnover; purified TrxR1 substrate turnover, NADPH consumption readout; also: % is scaled to controls: 0 for no effect and ±100 for the full control effect; nearly all actives have a fitted effect of over 50% in size
Target sequence (O89049 whole entry, looked up): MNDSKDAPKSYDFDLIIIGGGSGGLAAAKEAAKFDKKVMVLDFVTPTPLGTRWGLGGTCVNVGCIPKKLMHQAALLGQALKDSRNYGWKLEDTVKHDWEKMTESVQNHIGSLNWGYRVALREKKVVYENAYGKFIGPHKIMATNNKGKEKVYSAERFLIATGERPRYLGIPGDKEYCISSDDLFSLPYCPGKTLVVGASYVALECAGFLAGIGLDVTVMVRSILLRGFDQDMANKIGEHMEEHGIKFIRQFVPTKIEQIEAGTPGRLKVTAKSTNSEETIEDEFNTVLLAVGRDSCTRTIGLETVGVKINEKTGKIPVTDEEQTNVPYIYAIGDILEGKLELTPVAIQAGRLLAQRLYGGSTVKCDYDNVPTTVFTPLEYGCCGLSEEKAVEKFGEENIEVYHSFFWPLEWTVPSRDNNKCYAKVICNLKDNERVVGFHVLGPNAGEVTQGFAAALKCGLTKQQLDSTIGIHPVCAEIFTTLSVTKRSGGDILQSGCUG
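Rat TrxR1, dispensed at 90 nM, was prereduced with 400 uM NADPH (final) for 5 min at ~22 deg C, then incubated with compound 15 min before 400 uM selenite. A first-read NADPH fluorescence drop versus no-compound background flagged substrates.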
USP1-UAF1 inh – inhibitors of human USP1/UAF1 deubiquitinase; O94782; recombinant USP1/UAF1, Ub-Rhodamine cleavage fluorescence; Potency, µM (series often up to 57.1 µM), for the others: top-dose activity change, negative = inhibition, most hits filed as inhibitors; 390,000 compounds, 0.23% hits; also: % is scaled to controls: 0 for no effect and ±100 for the full control effect; nearly all actives have a fitted effect of over 60% in size; inactives centre near -12
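USP1/UAF1 complex (1 nM) preincubated 15 min at room temperature with compound, then Ub-Rho substrate (150 nM final) added. Kinetic fluorescence at 480/540 nm over 6 reads at 60 s intervals; 50 mM HEPES pH 7.8, 0.5 mM EDTA, 0.1 mg/ml BSA, 1 mM TCEP, 0.01% Tween-20.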
TrxR1 inh – inhibitors of rat thioredoxin reductase 1; recombinant rTrxR1, NADPH fluorescence consumption, selenite substrate; 390,000 compounds, 1% hits; Potency, µM (doses to about 114 µM), inactives show top-dose activity change, negative = inhibition, most hits filed as inhibitors; O89049; AID 588453; also: % is scaled to controls: 0 for no effect and ±100 for the full control effect; nearly all actives have a fitted effect of over 65% in size
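Rat TrxR1 (90 nM in the dispensed reagent) was pre-reduced with 400 uM NADPH for 5 min at room temperature, then incubated with compound for 15 min. After 400 uM selenite was added, NADPH fluorescence (Ex 340/Em 450 nm) was followed for 8 min.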
RXFP1 agonist – agonists of human relaxin receptor RXFP1 | Q9HBX9 | 370,000 compounds, 0.3% hits | Potency, µM (highest dose often 57.5 µM), for the others: at the highest dose activation, usual class: activators | AID 2676 | HEK293T-RXFP1 cAMP TR-FRET, 30 min; response scale: percent of porcine relaxin response, buffer zero; also: % is scaled to controls: 0 for no effect and ±100 for the full control effect; nearly all actives have a fitted effect of over 60% in size; many of its hits are not listed in these tables
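HEK293 cells stably expressing RXFP1, treated 30 min at 37C with compounds plus PDE4 inhibitor Ro 20174; cAMP measured by HTRF TR-FRET. Normalized to buffer and 29 nM porcine relaxin; EC50 by Hill fit.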
12-LOX inh – blocks human arachidonate 12S-lipoxygenase | P18054 | purified 12hLO, xylenol orange hydroperoxide absorbance | Potency, µM (highest dose often 108 µM), without a hit: at the highest dose activity change, negative = inhibition, most hits filed as inhibitors | 580,000 compounds, 1.1% hits | AID 1671190; also: % is scaled to controls: 0 for no effect and ±100 for the full control effect
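Purified human 12hLO (150 nM final) in 25 mM Hepes, 0.01% Triton X-100, pH 7.0 was preincubated 15 min at room temperature with compound. Then 40 uM arachidonic acid was added, 30 min. Hydroperoxide was read by Fe-XO absorbance ratio 573/405 nm.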
RGS4 inhibitor – blocks human RGS4-accelerated GTP hydrolysis; Potency, µM (highest dose often 114 µM), for inactives: at the top dose activity change, negative = inhibition, hits mostly inhibitors; 390,000 compounds, 0.039% hits; AID 504845; P49798; Transcreener GDP fluorescence polarization, RGS4-accelerated GTP hydrolysis; also: % is scaled to controls: 0 for no effect and ±100 for the full control effect; nearly all actives have a fitted effect of over 75% in size; some results filed as inactive show a strong effect at the top dose
Target sequence (P49798 whole entry, looked up): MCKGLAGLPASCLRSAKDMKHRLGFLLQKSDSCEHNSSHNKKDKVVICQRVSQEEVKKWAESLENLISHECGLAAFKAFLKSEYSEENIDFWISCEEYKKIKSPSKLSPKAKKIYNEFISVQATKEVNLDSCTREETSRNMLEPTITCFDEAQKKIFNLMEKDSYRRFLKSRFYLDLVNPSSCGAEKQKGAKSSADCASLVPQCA
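MLSMR compounds (23 nl, pin-transferred) preincubated 10 min at room temperature with a 500nM (2x) first reagent, then RGS4 at 900nM (2x) plus Transcreener GDP mix added; fluorescence polarization (620/688 nm) read before and after 90 min at 30 °C.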
IDH1 R132H inh – blocks human mutant IDH1 R132H enzyme; Potency, µM (top dose mostly 76.6 µM), for the others: at the highest dose activity change, negative = inhibition, usual class: inhibitors; IDH1-R132H enzyme, NADPH consumption, diaphorase/resazurin fluorescence; O75874; AID 602179; 390,000 compounds, 0.093% hits; also: % is scaled to controls: 0 for no effect and ±100 for the full control effect; nearly all actives have a fitted effect of over 65% in size
Target sequence (O75874 whole entry R132H, stated change not applied): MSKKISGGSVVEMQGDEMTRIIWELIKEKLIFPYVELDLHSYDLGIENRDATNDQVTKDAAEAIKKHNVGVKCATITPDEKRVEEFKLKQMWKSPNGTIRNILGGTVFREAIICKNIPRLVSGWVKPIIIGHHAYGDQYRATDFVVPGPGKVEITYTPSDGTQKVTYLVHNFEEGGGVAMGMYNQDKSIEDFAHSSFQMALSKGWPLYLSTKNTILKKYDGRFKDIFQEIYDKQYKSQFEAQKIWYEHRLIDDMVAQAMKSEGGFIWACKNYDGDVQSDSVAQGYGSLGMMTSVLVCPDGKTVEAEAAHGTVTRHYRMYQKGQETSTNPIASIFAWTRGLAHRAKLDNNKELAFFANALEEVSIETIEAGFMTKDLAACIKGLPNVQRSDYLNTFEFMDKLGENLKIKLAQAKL
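IDH1-R132H (0.5 ug/mL dispensed) in pH 7.5 Tris buffer was preincubated 30 min with compound, then given a substrate mix of 0.016 mM NADPH and 2 mM alpha-KG for 80 min at room temperature; remaining NADPH was read by diaphorase/resazurin fluorescence.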
Vif-APOBEC3F blk – inhibitors of Vif-A3F interaction; HeLa A3F-eYFP + Vif (tagged APOBEC3F with the HIV-1 protein that degrades it), YFP fluorescence increase; Potency, µM (highest dose often 46.1 µM), for inactives: top-dose activity, negative = active; 390,000 compounds, 0.2% hits; also: % of control where 0% means no effect; nearly all actives have a fitted effect of over 65% in size
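Fluorescence increase (Ex 488/Em 500-530) after overnight compound treatment at 37 deg C flags inhibition of Vif-driven A3F-eYFP loss in stable HeLa A3F-eYFP/Vif cells seeded overnight beforehand.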
Vif-A3G inh – inhibitors of Vif-APOBEC3G interaction; HeLa A3G-eYFP + Vif (tagged APOBEC3G with the HIV-1 protein that degrades it), YFP fluorescence, overnight; 410,000 compounds, 0.076% hits; Q9HC16; AID 602310; Potency, µM (titrated, usually from 46.1 µM), for the others: at the top dose activity, negative = active, usual class: inhibitors;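 also: % is scaled to controls: 0 for no effect and ±100 for the full control effect; nearly all actives have a fitted effect of over 60% in size; hits raise eYFP signal because A3G escapes Vif-driven loss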
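Read-out is eYFP fluorescence (Ex 488/Em 500-530) from Vif-expressing HeLa A3G-eYFP cells; more signal means A3G escaped Vif-mediated degradation. Cells plated overnight, compound pinned in, incubated overnight at 37 deg C.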
* marks the source's active call; other numbers are inactive results; i = inactive; ? = inconclusive; . = not tested or not shown; & = joins results of further samples; [ ] = dose if it differs, or a comment. Calls follow the shape of the dose curve; as a rule, active = well fitted curve in the direction sought with a large enough effect; inconclusive = small, poorly fitted or top-dose-only effect, or another doubt; inactive = no such curve, though single readings can be large; an effect the other way counts as inactive or inconclusive. Potency is read from the fitted curve at half-maximal effect.

nr	canonical_smiles	TrxR1 substrate	USP1-UAF1 inh	TrxR1 inh	RXFP1 agonist	12-LOX inh
1	Cc1nn(C)c(C)c1C1C(C#N)=C(N)OC2=C1C(=O)CCC2 (stereo not given)	-2%	-3%	-11%	1.6%	-20%
2	O=C(N/N=C/CCc1ccccc1)C1CCCCC1	7%	-18%	8%	0.6%	-17%
3	O=C(CN(Cc1ccc(Br)cc1)S(=O)(=O)c1ccccc1)NCc1ccncc1	-2%	2%	8%	0.1%	-7%
4	O=C(c1ccccc1)N(NC(=O)C(O)(c1ccccc1)c1ccccc1)c1cccc(F)c1	-9%	-16%	-10%	0.9%	2%
5	O=C(C1CCN(c2ncnc3c2nc2n3CCCCC2)CC1)N1CCN(c2ccc(Cl)cc2)CC1	1%	-15%	19%	0.9%	0%
6	C=CCC[C@H](Cc1ccc(F)cc1)C(=O)OC[C@@H]1CCCN1C(=O)[C@@H](CC=C)CC(=O)NCCO	6%	-17%	12%	.	-9%
7	O=S(=O)(c1cccc2nsnc12)N1CCc2ccccc2C1	9%	-19%	-13%	-2.4%	7%
8	Cc1cccc(N(CC(=O)Nc2ccc(Br)cc2)S(C)(=O)=O)c1C	1%[57.1 µM]	-11%	11%[57.1 µM]	-4.5%	?
9	CCOC(=O)c1ccccc1NC(=O)Cn1c(=O)n(Cc2ccc(C(=O)NCc3ccc4c(c3)OCO4)cc2)c(=O)c2ccccc21	9%	-22%	21%	4.1%	-13%
10	Cc1ccc(S(=O)(=O)NNC(=O)Nc2ccc([N+](=O)[O-])cc2)c(C)c1	-11%	-6%	-5%	-1.1%	?
11	COc1ccc(C(=O)N/C(=C\c2cn(C)c3ccccc23)C(=O)NCCCN2CCOCC2)cc1OC	-2%	-19%	16%	2.4%	-12%
12	CCOC(=O)c1c(NC(=O)CSC(=S)N(C)C)sc(C)c1C	5%	-18%	15%	0.6%	4%

nr	RGS4 inhibitor	IDH1 R132H inh	Vif-APOBEC3F blk	Vif-A3G inh
1	-6%	5%	9%	-1%
2	-9%	0%	-4%	1%
3	-11%	1%	-10%	-3%
4	-8%	9%	-8%	-4%
5	11%	29%	1%	12%
6	-21%	-6%	2%	-5%
7	-8%	3%	-1%	0%
8	9%	-17%	0%	-4%
9	-14%	9%	-2%	0%
10	-7%	0%	0%	2%
11	14%[11.4 µM]	-9%	-1%	0%
12	5%[11.4 µM]	3%	-2%	4%

Next part:
nr	canonical_smiles	TrxR1 substrate	USP1-UAF1 inh	TrxR1 inh	RXFP1 agonist	12-LOX inh
13	COC(=O)c1ccc2c(=O)n(CC3CCCO3)c(SCC(=O)Nc3ccc(OC)cc3OC)nc2c1 (stereo not given)	12%	-25%	25%	-2.0%	3%
14	Cc1ccc2nc3c(c(Nc4ccc(C)c(C)c4)c2c1)CCC3	-5%	0%	7%	-2.4%	-16%
15	O=C1C=CC(=O)N1c1ccc(OC(F)F)cc1	8%	-13%	1.1µM*	0.3%	-4%
16	O=C(CSc1nc2ccccc2c(=O)n1CCCC(=O)N1CCCC1)NCc1ccco1	-8%	-15%	-27%	1.0%	-9%
17	Cc1ccc(NC(=S)N2CCCN(Cc3ccc(F)cc3)C2)c(C)c1	4%	-6%	1%	-1.7%	?
18	CCCSCCCNC(=O)c1ccc2c(c1)sc1nc(-c3ccc(OCC)cc3)cn12	4%	?	7%	-0.1%	?
19	CCOC(=O)C1CCCN(C(=O)c2cccc(S(=O)(=O)N(C)c3ccc(C)cc3)c2)C1 (stereo not given)	-9%	-9%	7%	-1.6%	-6%
20	Cc1ccc(-c2nc(SCC(=O)NCC3CCCO3)c(-c3ccc(C)cc3)[nH]2)cc1 (stereo not given)	-3%	-17%&-5%	13%	0.4%&-0.4%	?
21	O=C(Nc1ccccc1Cl)c1cccc(NC(=O)c2cccs2)c1	-1%	-16%	7%	0.9%	-1%
22	COc1ccccc1CSc1nc2n(n1)C(c1ccccc1)C(C(=O)Nc1ccc(C)cc1)=C(C)N2 (stereo not given)	0%	-4%	12%	0.9%	-8%
23	COc1ccc(-n2nnnc2C2CCN(S(=O)(=O)c3ccc(C)cc3)CC2)cc1	-2%	-12%	26%	-2.0%	-7%
24	Cc1cc(NC(=O)c2cc(Cl)ccc2Cl)no1	9%	-20%	20%	-0.1%	-12%

nr	RGS4 inhibitor	IDH1 R132H inh	Vif-APOBEC3F blk	Vif-A3G inh
13	7%[11.4 µM]	-2%	3%	1%
14	2%	12%	2%	-12%
15	?	7%	6%	-20%
16	-14%	1%	-7%	-1%
17	5%	-11%	-1%	0%
18	-1%	-4%	5%	-2%
19	-2%	0%	8%	1%
20	-5%&-16%	-6%&11%	-11%&6%	1%&3%
21	11%	1%	-2%	0%
22	8%	0%	-26%	-11%
23	-3%	17%	12%	5%
24	11%	2%	-4%	-1%

Remaining list, next part
nr	canonical_smiles	TrxR1 substrate	USP1-UAF1 inh	TrxR1 inh	RXFP1 agonist	12-LOX inh
25	Cc1cccc(C(=O)Nc2nccs2)c1[N+](=O)[O-]	-15%	-8%	-8%	2.1%	0%
26	CCOC(=O)C1CCN(C(=O)CSc2ccccc2Cl)CC1	10%[57.1 µM]	-5%	21%[57.1 µM]	0.2%	8%
27	CC(NC(=O)Nc1ccc(Cl)cc1)c1ccccc1 (stereo not given)	-1%	-8%	18%	-1.2%	2%
28	O=c1n(Cc2cccc(C(F)(F)F)c2)c2ccccc2c2nc(-c3ccccc3)nn12	3%	-9%	10%	2.0%	0%
29	CNc1c(NS(=O)(=O)c2ccc(F)cc2)c(=O)oc2ccccc12	1%	-19%	19%	3.3%	-27%
30	CC(C)Oc1ccc(S(=O)(=O)N2CCOCC2)cc1NC(=O)c1ccc(N2CCCC2=O)cc1	-11%	-13%	-4%	1.9%	i
31	Cc1cc(C)cc(NC(=S)N2CCN(C(=O)c3ccco3)CC2)c1	-9%	-10%	-16%	-1.4%	-15%
32	O=C(O)c1ccc(CSc2nnc(-c3cccnc3)n2-c2ccc(Br)cc2)cc1	-2%	1%	2%	3.1%	-21%
33	CCN(CC)CCCN=Cc1c(O)n(-c2cccc(C)c2)c(=O)c2ccccc12	-10%	1%	-10%	-2.4%	39%[activator]
34	CCOC(=O)/C(C)=N/NC(=O)c1ccc([N+](=O)[O-])cc1	3%[57.1 µM]	-4%	12%[57.1 µM]	1.3%	16%
35	COCCCNC(=O)c1c(N)n(-c2ccc3c(c2)OCO3)c2nc3ccccc3nc12	6%	-25%	3%	3.4%	?
36	CCNC(=O)c1cccc(NC(=O)c2cc(C3CC3)nc3c2cnn3C(C)C)c1	-6%	-17%	-7%	0.7%	15%

nr	RGS4 inhibitor	IDH1 R132H inh	Vif-APOBEC3F blk	Vif-A3G inh
25	-16%	-1%	5%	0%
26	-16%	1%	1%	1%
27	-7%	6%	0%	1%
28	5%	-6%	0%	-6%
29	-16%	2%	1%	-3%
30	-15%	-7%	0%	-1%
31	-19%	5%	-10%	1%
32	17%	-5%	-5%	-2%
33	14%	-1%	-4%	2%
34	-10%	1%	-5%	-5%
35	-13%	8%	-10%	-1%
36	-29%	-6%	-23%	-1%

A draw from above in order of molar mass, largest number first:
nr	canonical_smiles	TrxR1 substrate	USP1-UAF1 inh	TrxR1 inh	RXFP1 agonist	12-LOX inh
28	O=c1n(Cc2cccc(C(F)(F)F)c2)c2ccccc2c2nc(-c3ccccc3)nn12	3%	-9%	10%	2.0%	0%
33	CCN(CC)CCCN=Cc1c(O)n(-c2cccc(C)c2)c(=O)c2ccccc12	-10%	1%	-10%	-2.4%	39%[activator]
31	Cc1cc(C)cc(NC(=S)N2CCN(C(=O)c3ccco3)CC2)c1	-9%	-10%	-16%	-1.4%	-15%
34	CCOC(=O)/C(C)=N/NC(=O)c1ccc([N+](=O)[O-])cc1	3%[57.1 µM]	-4%	12%[57.1 µM]	1.3%	16%

nr	RGS4 inhibitor	IDH1 R132H inh	Vif-APOBEC3F blk	Vif-A3G inh
28	5%	-6%	0%	-6%
33	14%	-1%	-4%	2%
31	-19%	5%	-10%	1%
34	-10%	1%	-5%	-5%

Remaining list, next part.
nr	canonical_smiles	TrxR1 substrate	USP1-UAF1 inh	TrxR1 inh	RXFP1 agonist	12-LOX inh
37	Cc1ccc(C)c(NC(=O)c2cc(C)nc3ccccc23)c1	2%	-25%	15%	-1.0%	-2%
38	CCOC(=O)c1nc(NCc2ccccc2F)c2ccccc2n1	3%[57.1 µM]	5%	14%	4.2%	-11%
39	COc1ccccc1/C=C1\CCCC2=C1Nc1nnnn1C2c1ccccc1OC (stereo not given)	8%	-26%	?	2.6%	1%
40	Cc1c(Cl)cccc1N/C(SCC(=O)N1CCCCCC1)=C(/C#N)c1nc2ccccc2s1	0%	-24%	-7%	-0.7%	1%
41	Cc1ccc(S(=O)(=O)N2CCC(C(=O)NCCC3=CCCCC3)CC2)cc1C	-12%	-13%	-16%	0.4%	-22%

nr	RGS4 inhibitor	IDH1 R132H inh	Vif-APOBEC3F blk	Vif-A3G inh
37	-8%	-8%	10%	-6%
38	-9%	1%	0%	0%
39	-53%	4%	0%	?
40	-25%	1%	?	-2%
41	7%	-2%	-15%	0%

This is a subset; rates above refer to the full screens.
